Assay outcomes from PubChem BioAssay.
S1P4 agonist = human S1P4 receptor agonism | S1P4-expressing cell line, agonist reporter assay | activation, % at 4.98 µM | hit rate 0.35% among 220,000 | AID 1509 | O95977; in the data active = activation above about 11%;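 also: 0% = DMSO vehicle and 100% = reference agonist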
zfTRPN1 agonist = agonists of zebrafish TRPN1 channel; HEK293 zebrafish TRPN1-YFP, Fluo-8 calcium fluorescence; 100% = response to 87 µM carbachol; activation, % at 3 µM; hit rate 0.18% among 220,000; AID 1424;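 active = activation above its plate's cutoff, the mean activation of test wells on that plate plus 3 SD, cut at about 19% in these data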;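 also: 0% = DMSO alone and 100% = 87 µM carbachol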
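System: zebrafish TRPN1-YFP in HEK293 cells / Dosing: 3 µM single point / Timing: dye loading 1 h at 37 °C, then 30 min room temperature / Signal: Fluo-8 calcium fluorescence, excitation 470-495 nm, emission 515-575 nm / Read-out basis: percent activation from peak over basal fluorescence ratio, control-normalized / Control set: high carbachol 87 µM, low DMSO alone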
BaF3 tox = reduces parental Ba/F3 cell viability, JAK2V617F counter-screen; CellTiter-Glo ATP luminescence; inhibition, % at 5.6 µM; hit rate 1.1% among 220,000; AID 1486;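 active = inhibition above a per-campaign cutoff, the mean inhibition of all tested compounds plus 3 SD, cut at about 27% in these data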;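 also: 0% = DMSO wells and 100% = JAK Inhibitor I control wells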
EP2 mod = modulators of human EP2 prostaglandin E2 receptor; P43116; EP2-expressing cells, cAMP HTRF FRET, PGE2 co-stimulation; induction, % at 25 µM; hit rate 0.83% among 260,000; AID 940;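 active = compounds whose cAMP rise, as percent of the full-agonist control response, exceeds 60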;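 also: rat C6 glioma line stably carrying human EP2 under a CMV promoter; the protocol text gives 20 µM as final concentration; 100% = response of wells given 1 µM PGE2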
Target sequence (P43116 whole entry, looked up): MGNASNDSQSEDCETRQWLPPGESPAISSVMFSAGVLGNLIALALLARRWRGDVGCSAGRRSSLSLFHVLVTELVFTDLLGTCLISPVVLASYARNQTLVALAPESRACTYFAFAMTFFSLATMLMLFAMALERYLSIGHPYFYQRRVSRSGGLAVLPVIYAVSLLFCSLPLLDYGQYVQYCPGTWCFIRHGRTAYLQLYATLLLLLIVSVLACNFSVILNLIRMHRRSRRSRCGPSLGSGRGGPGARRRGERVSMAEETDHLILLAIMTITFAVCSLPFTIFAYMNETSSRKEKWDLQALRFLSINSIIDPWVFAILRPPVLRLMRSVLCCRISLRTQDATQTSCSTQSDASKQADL
m-calpain inh = calpain II (pig) inhibition. purified calpain II, fluorogenic peptide substrate, 30 min. inhibition, % at 16 µM. hit rate 0.37% among 220,000;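 active = inhibition above about 50%, limit read from the data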
TRPML3 agonist = agonists of human TRPML3 channel. hit rate 0.29% among 220,000. Q8TDD5. activation, % at 3 µM. AID 1448. HEK293 TRPML3-YFP, Fluo-8 calcium fluorescence; 100% = the carbachol control signal;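 active = activation above its plate's cutoff, the mean activation of the plate's test wells plus 3 SD, cut at about 12% in these data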;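 also: 0% = DMSO only wells and 100% = carbachol wells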
Target sequence (Q8TDD5 whole entry, looked up): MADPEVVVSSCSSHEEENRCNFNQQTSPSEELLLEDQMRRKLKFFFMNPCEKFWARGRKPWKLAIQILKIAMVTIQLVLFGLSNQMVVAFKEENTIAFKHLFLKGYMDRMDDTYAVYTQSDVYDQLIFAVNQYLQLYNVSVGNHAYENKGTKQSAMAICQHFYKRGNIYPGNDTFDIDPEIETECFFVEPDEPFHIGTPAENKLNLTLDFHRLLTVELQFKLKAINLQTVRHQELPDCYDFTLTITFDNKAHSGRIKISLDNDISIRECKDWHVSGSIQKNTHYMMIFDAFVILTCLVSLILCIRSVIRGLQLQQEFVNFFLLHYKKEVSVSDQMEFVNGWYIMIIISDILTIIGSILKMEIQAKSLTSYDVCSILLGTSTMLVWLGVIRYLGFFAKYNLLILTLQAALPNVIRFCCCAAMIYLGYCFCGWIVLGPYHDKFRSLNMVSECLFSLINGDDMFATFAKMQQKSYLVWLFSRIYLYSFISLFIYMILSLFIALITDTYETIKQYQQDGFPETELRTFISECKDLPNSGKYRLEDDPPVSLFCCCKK
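Test system – HEK293 line with stable expression of human TRPML3-YFP channel · Control set – carbachol 87 µM final as high control (100%), DMSO as low control (0%) · Signal – Fluo-8 calcium dye fluorescence, ex 470-495, em 515-575 nm · Incubation – 1-h 37 °C dye load, 5-s basal, 120-s post-compound reads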
PERK inh = blocks human PERK kinase | Q9NZJ5 | CHO PERK-DD fusion, SEAP luminescence translation reporter | inhibition, % at 5.6 µM | hit rate 0.17% among 220,000 | AID 1416;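 active = inhibition above the mean inhibition of all tested compounds plus 3 SD, set separately per screening campaign, cut at about 2.9% in these data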;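 also: PERK kinase domain activated by AP20187 dimerizer at 100 nM; 0% = DMSO with dimerizer and 100% = rapamycin at 8.4 µM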
S1P4 antag = blocks the human S1P4 receptor. O95977. S1P4-expressing cells, antagonist mode, reporter read-out. inhibition, % at 4.98 µM. hit rate 0.26% among 220,000; in the data active = inhibition above about 29%;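 also: 0% = wells stimulated with agonist and 100% = vehicle wells without agonist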
Ba/F3 V617F tox = loss of viability in JAK2V617F-driven Ba/F3 cells; Ba/F3 EpoR-JAK2V617F viability, ATP luminescence; inhibition, % at 5.6 µM; hit rate 1.1% among 220,000; AID 1446;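 active = inhibition above the campaign mean plus 3 SD over all tested compounds, cut at about 24% in these data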;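 also: cytokine-independent growth of Ba/F3 cells driven by EpoR plus mutant JAK2; 0% = DMSO-treated cells and 100% = JAK inhibitor I control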
Active calls of the source: *; i = inactive; & = joins results of further samples.

SMILES	S1P4 agonist	zfTRPN1 agonist	BaF3 tox	EP2 mod	m-calpain inh	TRPML3 agonist	PERK inh	S1P4 antag	Ba/F3 V617F tox
O=C(/C=C/c1cccc([N+](=O)[O-])c1)NCCSCc1ccc(Cl)cc1Cl	0.5	0.3	7	-92	37	0.3	-0.3	-14	0
COc1cccc(NC(=O)CSc2nnc(Cc3cccs3)n2-c2ccc(C)cc2)c1	13*	1.8	5	2	24	-0.7	-1.4	-3	4
CCCCn1c(SCC(=O)N(C)C)nnc1-c1ccncc1	-0.6	1.9	3	1	20	0.3	0.2	7	2
CCOC(=O)c1ccc2[nH]c(C)cc(=O)c2c1	-1.6	3.7	3	-14	-198	0.7	1.1	-1	-2
COc1cc(OC)cc(C(=O)N(CCCN2C(=O)c3cccc4cccc(c34)C2=O)c2cccc(OC)c2)c1	7.7	-0.8	0	12	-100	-0.7	0.7	-12	-4
CCn1c(COc2ccccc2)nnc1SCC(=O)Nc1ccc2c(c1)OCCO2	-0.3	-0.3	0	21	1	0.3	1.4	-11	-1
CN(CC(=O)Nc1cccc2ccccc12)C(=O)c1cccc(S(=O)(=O)N(C)C)c1	0.1	1.3	-2	13	-17	0.7	0.9	6	1
CC(=O)c1nnn(-c2ccccc2C#N)c1C	0.5	0.3	-2	8	-23	0.9	0.6	-11	-3
NS(=O)(=O)c1ccc(NC(=O)CN2CCN(Cc3ccccc3)CC2)cc1	0.8	0.1	2	19	18	0.9	-0.1	-6	0
CCCCN(C)CCn1c(=S)[nH]c2ccc(N3CCOCC3)cc2c1=O	0.2	-0.8	2	-14	-315	0.4	-0.2	-11	-3
COc1ccc(/C=C/C(=O)N/C(=C\c2ccco2)C(=O)NCCc2nc3ccccc3[nH]2)cc1	3.0	-0.2	5	-10	-19	1.3	-0.7	2	-2
Cc1c(Nc2ncnc3c2cnn3-c2ccccc2)c(=O)n(-c2ccccc2)n1C	-3.4	-0.4	2	10	-23	-0.3	-0.2	4	-7
Cc1ccc(-c2nnn3c2nc(Cl)c2ccccc23)cc1	1.9	3.3	4	15	-64	0.6	1.4	-25	0
O=C(O)C1C2C=CC(C2)C1C(=O)NCc1cccnc1 (centres undefined)	1.6	1.8	1	14	19	1.2	0.6	-3	-2
Cc1ccc(CN2C(=O)CCC2C(=O)NCCN2CCN(c3cccc(Cl)c3)CC2)cc1 (centres undefined)	0.3	-1.6	-1	-14	-11	0.2	-0.9	-2	3
O=C1CN(C(=S)NC(=O)c2ccc(-c3ccccc3)cc2)CCN1	-2.2	1.0	5	-7	19	0.2	0.1	14	0
S=C(Nc1cccc(Br)c1)c1ccccc1	-1.3	-2.0	-1	-69	30	0.2	0.3	-21	-2
O=c1c2ccccc2nc(-c2ccc(Cl)cc2Cl)n1O	1.3	0.5	5	22	-11	0.5	0.6	-10	3
Cn1c(SCC(=O)N2CCc3ccccc3C2)nnc1-c1cccs1	2.0	-0.3	7	-15	20	0.8	-1.1	-2	3
O=C1C(Nc2ccc(O)cc2)=C/C(=N/S(=O)(=O)c2cccs2)c2ccccc21	4.0	-3.7	101*	-83	8	-1.6	-1.6	86*	87*
O=C(O)c1ccc(N2C(=O)CC(SC(=NCc3ccc4c(c3)OCO4)Nc3ccc(F)cc3)C2=O)cc1 (centres undefined)	-2.4	0.3	0	-21	-27	0.2	1.7	-9	-3
Cc1ccc(S(=O)(=O)n2cnc3cc([N+](=O)[O-])ccc32)c(C)c1	0.4	2.3	3	21	-2	-0.2	1.5	-1	-3
Cc1ccc(NC(=S)NNC(=O)CSc2nnc(-c3ccc(Cl)cc3)n2C2CCCCC2)cc1	-0.1	0.2	11	8	-33	-0.8	0.1	-5	1
COc1cc2cc(C(c3nnnn3Cc3ccc(F)cc3)N3CCCCCC3)c(=O)[nH]c2cc1OC (centres undefined)	-1.9	-1.6	5	9	-152	-0.2	-0.3	3	-1
O=C(N/N=C/c1ccncc1)c1ccc2c(c1)OCO2	1.1	0.9	0	-105	-22	0.1	0.3	-5	1

Sorted by SMILES length (falling): 3 of the compounds above
SMILES	S1P4 agonist	zfTRPN1 agonist	BaF3 tox	EP2 mod	m-calpain inh	TRPML3 agonist	PERK inh	S1P4 antag	Ba/F3 V617F tox
COc1cccc(NC(=O)CSc2nnc(Cc3cccs3)n2-c2ccc(C)cc2)c1	13*	1.8	5	2	24	-0.7	-1.4	-3	4
CCn1c(COc2ccccc2)nnc1SCC(=O)Nc1ccc2c(c1)OCCO2	-0.3	-0.3	0	21	1	0.3	1.4	-11	-1
Cn1c(SCC(=O)N2CCc3ccccc3C2)nnc1-c1cccs1	2.0	-0.3	7	-15	20	0.8	-1.1	-2	3

Other entries
SMILES	S1P4 agonist	zfTRPN1 agonist	BaF3 tox	EP2 mod	m-calpain inh	TRPML3 agonist	PERK inh	S1P4 antag	Ba/F3 V617F tox
Cc1c(NC(=O)C2CCCN2S(=O)(=O)c2cccc3nsnc23)cccc1C(=O)O (centres undefined)	-0.4	1.1	8	5	-7	0.2	1.2	-4	2
CCC(C(=O)OCC(=O)Nc1cc(OC)ccc1OC)c1ccccc1 (centres undefined)	1.4	-1.4	4	-18	19	-0.3	0.7	-18	3
COC(=O)c1cn(C(=O)c2cccc(C)c2)c2ccccc12	-1.0	-0.7	2	58&34	-10	-0.6	1.1	0	-4
OC1CCN(C(=S)Nc2ccc(Oc3ccccc3)cc2)CC1	-1.0	-0.3	4	-46	14	-0.7	0.4	-11	3
COCCCNC(=S)Nc1c(C)cc(C)cc1C	-0.1	1.1	2	25	-15	0.4	1.8	-11	-6
CCOc1ccc(C(F)(F)F)cc1NC(C)=O	1.0	-0.7	5	7	11	0.5	-0.1	-15	3
CCc1cc(=O)[nH]c(-n2[nH]c(-c3ccccc3)cc2=O)n1	0.0	1.6	5	35	-29	0.4	0.7	-5	0
COc1ccc(S(=O)(=O)N(CCc2ccccc2)CC(=O)N2CCOCC2)cc1	1.1	-0.8	1	-25	23	0.2	-0.2	3	-3
CCc1cccc(NC(=O)C2CCN(S(=O)(=O)c3c(C)noc3C)CC2)c1	1.4	-0.5	7	-88	-20	0.0	-0.1	0	-3
CCOc1ccc(/C=N/NC(=O)c2nnn(-c3nonc3N)c2-c2ccc(OCC)cc2)cc1	1.5	0.3	2	18	-6	0.2	0.7	-13	-4
CCN(CCO)Cc1csc2ccc(C(C)(C)C)cc12	0.4	0.4	5	-22	9	0.6	-0.6	6	-3
CC(C)C(=O)Nc1ccc(C(=O)NNC(=O)C(c2ccccc2)c2ccccc2)cc1	0.7	-0.7	6	-2	12	0.3	0.3	-5	2
CN(C)C(=O)c1ccc2c(c1)n(C)c(=O)n2C	2.7	1.0	3	1&34	-17	0.5	1.0	10	-1
C#CCn1c(=NC(=O)c2ccc(Cl)s2)sc2cccc(OC)c21	-2.0	0.8	1	13	-29	0.3	1.1	-2	-5
COCCn1c(=NC(=O)c2ccc(S(=O)(=O)N3CCc4ccccc4C3)cc2)sc2cc(S(N)(=O)=O)ccc21	3.8	-0.9	2	17	i	1.1	-0.8	9	2
COc1ccc(C2C(C#N)=C(N)OC3=C2C(=O)CCC3)cc1Cn1cc([N+](=O)[O-])cn1 (centres undefined)	0.0	-1.8	2	25	16	-0.6	-0.1	-3	4
CCOC(=O)c1cc(CC)sc1NC(=O)c1cc(OC)c(OC)c(OC)c1	0.1	-0.8	11	68*	-333	1.0	0.0	-4	1
CN(C)c1ccc(CNC(=O)C2CCC(CNc3c(N4CCCCC4)c(=O)c3=O)CC2)cc1 (centres undefined)	0.5	2.0	-4	-25	19	0.2	0.3	13	-1
Cn1nc(C(=O)NCCc2ccc(S(N)(=O)=O)cc2)c2ccccc2c1=O	0.1	1.1	-1	-14	-20	1.6	1.8	-10	-2
C/C(CC(=O)Nc1ccc(C)cc1C)=N\NC(=O)C(C)C	0.5	-1.2	3	22	-27	-0.2	0.8	-27	-5
Cc1noc(C)c1CSc1nc2sc3c(c2c(=O)n1C)CCCC3	0.6	-1.0	2	63*	-25	0.5	-0.1	-12	-1
CCC(C)(C)n1nnnc1C(c1cc2cccc(C)c2[nH]c1=O)N1CCN(C(=O)c2ccco2)CC1 (centres undefined)	1.5	2.5	4	-20	-34	0.3	0.7	2	-1
Cc1cc(C)cc(OCC(=O)OCC(=O)Nc2ccc(Cl)cn2)c1	-1.0	-1.3	4	-30	12	-1.0	0.5	-10	5
CC(C)=CC(=O)OCC(=O)NC(=O)NC(C)(C)C	0.4	-2.1	8	5	46	0.8	1.4	-6	2
CN(C)CCN(C(=O)/C=C/c1cccs1)c1nc2ccc(F)cc2s1	-0.5	0.3	4	21	8	0.6	-0.4	-14	-1

The results go on.
SMILES	S1P4 agonist	zfTRPN1 agonist	BaF3 tox	EP2 mod	m-calpain inh	TRPML3 agonist	PERK inh	S1P4 antag	Ba/F3 V617F tox
O=C(NCCN1CCN(c2ccccc2)CC1)C1CCN(S(=O)(=O)c2cccc3nsnc23)CC1	0.5	0.3	3	-20	-4	0.4	-0.4	13	2
O=C(Nc1ccc2c(c1)OCCO2)c1cc2sccc2n1Cc1ccccc1	-0.3	-1.0	2	30&-7	-3	-1.2	-0.1	-4	2
CC(=O)N1CCCc2cc(S(=O)(=O)NCCC3=CCCCC3)ccc21	1.1	6.3	5	-35	25	1.5	0.4	-12	-1
O=C(O)C1CCN(Cc2ccccn2)CC1	1.2	1.3	3	25	3	1.1	0.5	4	-1
C/C(=N\NC(=O)C1COc2ccccc2O1)c1ccc(N2CCOCC2)cc1 (centres undefined)	-0.7	0.2	-2	-34	2	1.0	1.1	-2	-4
COc1cc(SC)ccc1C(=O)NCCCOC(C)C	-2.0	-1.2	-1	11	9	0.2	0.1	-13	-4
C#CC[N+](C)(C)CC#Cc1ccc(Cl)cc1	1.6	-0.1	18	26	3	1.0	1.1	-19	32*
COc1ccc(NC(=O)CSc2nc3ccccc3cc2Cc2ccccc2)cc1	-0.6	-0.4	8	57	-19	0.1	0.1	-12	1
Cc1nn(-c2ccccc2)c(Cl)c1C(=O)NCCN(C)C	-1.6	1.4	-2	-31	20	0.9	0.0	8	2
N#Cc1cc2c(nc1SCc1ccccc1)CCCC2=O	-2.4	-0.5	6	30	-3	-0.2	0.6	-4	1
Nc1c(Cl)cc(Cl)cc1C(=O)OCC(=O)N1CCOCC1	3.5	0.3	5	-8	i	0.6	0.1	-19	-2
COc1ccc(C2CC(c3ccccc3)=NN2C(=O)COC(=O)c2cnc(Cl)c(Cl)c2)cc1 (centres undefined)	1.9	1.1	3	22	7	0.7	0.9	-5	-6
CCOC(=O)c1c(N)sc(C(N)=O)c1C	0.1	1.9	11	23	-7	1.1	-0.1	-4	3
O=C(CSc1nc2cc(Cl)ccc2o1)c1cccs1	-1.1	-1.4	0	55	8	-0.6	-0.5	-4	-4
COC(=O)c1ccc(Oc2nc(SC)nc(N(C)C)n2)cc1	-1.3	-2.8	1	38	0	0.4	1.1	6	-3
O=C(CC(c1ccccc1)c1ccccc1)Nc1nn[nH]n1	1.6	1.7	3	15	11	0.9	0.2	-11	0
Cc1ccc(-n2[nH]c(C)c(/C=N/NC(=O)c3cccc([N+](=O)[O-])c3)c2=O)cc1C	6.0	-0.5	8	12	-78	0.4	1.6	-15	3
COc1cc(NC(=O)C2CCCN2C(=O)OCc2ccccc2)cc(OC)c1 (centres undefined)	2.0	-0.8	12	-6	-32	0.5	-0.4	-5	-1
CCN(CCO)C1CC(=O)N(c2ccccc2C)C1=O (centres undefined)	-3.1	0.8	0	-16	11	0.0	-0.2	6	-1
